HEK cytotox: kills HEK 293 cells; HEK 293 viability, ATP luminescence (CellTiter-Glo), 48-72 h; Potency, µM (titrated, usually from 115 µM), for the others: at the top dose activity change, negative = cytotoxicity, usual class: inhibitors; 94,000 tested, 6.6% active; also: potency is read from the fitted curve at half-maximal effect; nearly all actives have a fitted effect of over 60% in size
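Viability of HEK 293 cells, plated at 250 cells/well, was judged by cellular ATP after compound treatment for 48 or 72 hr. Luminescence was imaged 10 min after CellTiter-Glo addition at room temperature.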
IP6K1 inh: IP6K1 kinase inhibition. Q92551. IP6K1 kinase, ADP-Glo luminescence, 2 h; stronger effect = lower value. activity change, % (series mostly up to about 58 µM). 140,000 tested, 0.81% active. AID 1645851; in the data active = activity change below about -25%
Target sequence (Q92551 whole entry, looked up): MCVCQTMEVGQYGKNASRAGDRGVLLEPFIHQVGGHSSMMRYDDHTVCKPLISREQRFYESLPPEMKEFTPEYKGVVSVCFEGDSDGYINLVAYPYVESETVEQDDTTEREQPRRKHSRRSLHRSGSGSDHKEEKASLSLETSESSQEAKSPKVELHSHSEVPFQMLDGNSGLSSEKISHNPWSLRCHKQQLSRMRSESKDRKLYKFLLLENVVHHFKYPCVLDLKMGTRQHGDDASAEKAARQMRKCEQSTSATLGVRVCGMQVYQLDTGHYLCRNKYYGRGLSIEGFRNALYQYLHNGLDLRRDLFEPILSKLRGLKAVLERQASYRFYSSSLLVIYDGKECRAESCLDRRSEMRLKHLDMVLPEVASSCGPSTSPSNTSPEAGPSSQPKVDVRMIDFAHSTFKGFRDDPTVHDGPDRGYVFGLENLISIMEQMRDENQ
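ADP-Glo luminescence measures ADP made by human IP6K1 during a 2 h RT reaction with ATP/IP6 (mix at 1.3 mM/130 uM); top library doses 57.5 and 19.1 uM final.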
SNCA viab count: cell viability loss counter-screen; HEK-293-SNCA-luc viability, GF-AFC fluorescence, 24 h; Potency, µM (series often up to 57.1 µM), inactives show at the top dose activity change, negative = cytotoxicity, most hits filed as cytotoxic; 150,000 tested, 0.12% active; AID 1671193;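 also: potency is read from the fitted curve at half-maximal effect; 0% = DMSO-treated cells and -100% = medium-only wells without cells; nearly all actives have a fitted effect of over 30% in size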
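HEK-293-SNCA-luc cells (1500/well) plated 24 h, then exposed 24 h to a dilution series; GF-AFC added 30 min at 37C, fluorescence 405/540 nm; normalised to medium-only and DMSO wells, Hill fit.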
GPT2 inhibitor: blocks human glutamate pyruvate transaminase 2; Q8TD30; Recombinant GPT2, coupled pyruvate oxidase/HRP Amplex Red fluorescence; Potency, µM (doses to about 57.7 µM), for inactives: top-dose activity change, negative = inhibition, usual class: inhibitors; 100,000 tested, 0.25% active; AID 1671188; also: potency is read from the fitted curve at half-maximal effect; nearly all actives have a fitted effect of over 60% in size; many of its hits are not listed in these tables
Target sequence (Q8TD30 whole entry, looked up): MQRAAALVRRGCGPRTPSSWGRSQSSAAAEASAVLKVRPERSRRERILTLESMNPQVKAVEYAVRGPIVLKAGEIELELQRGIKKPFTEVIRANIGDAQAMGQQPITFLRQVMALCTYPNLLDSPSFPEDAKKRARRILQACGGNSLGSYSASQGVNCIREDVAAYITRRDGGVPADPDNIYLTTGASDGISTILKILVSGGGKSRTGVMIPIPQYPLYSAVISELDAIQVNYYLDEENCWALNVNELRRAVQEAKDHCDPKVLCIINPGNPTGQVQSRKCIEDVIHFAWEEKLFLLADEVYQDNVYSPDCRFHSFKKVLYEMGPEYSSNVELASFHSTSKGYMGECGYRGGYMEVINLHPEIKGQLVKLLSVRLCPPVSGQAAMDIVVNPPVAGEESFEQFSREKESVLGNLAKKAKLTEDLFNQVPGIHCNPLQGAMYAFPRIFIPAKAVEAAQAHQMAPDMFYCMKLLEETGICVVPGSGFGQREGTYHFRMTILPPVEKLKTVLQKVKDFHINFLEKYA
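Fluorescence read-out: pyruvate from GPT2 turnover coupled to pyruvate oxidase, HRP and Amplex Red (0.2mM ThPP, 0.2U/mL PO and HRP, 50uM Amplex final). Substrates 250uM a-KG, 2mM L-alanine; enzyme 10ng/uL; 30 min RT.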
NIH3T3 tox: NIH 3T3 cell cytotoxicity | Potency, µM (doses to about 96.7 µM), for inactives: at the highest dose activity change, negative = cytotoxicity, usual class: inhibitors | 94,000 tested, 4.3% active | AID 1345082 | NIH 3T3 viability, CellTiter-Glo ATP luminescence, 48-72 h; also: potency is read from the fitted curve at half-maximal effect; nearly all actives have a fitted effect of over 55% in size
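Cytotoxicity was measured by CellTiter-Glo ATP luminescence after 48 or 72 h compound exposure at 37 °C. Mouse NIH 3T3 fibroblasts were seeded at 400 cells/well and dosed by 23 nL pin transfer.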
SNCA expr inhib: inhibitors of alpha-synuclein (SNCA) gene expression | 140,000 tested, 0.17% active | AID 1671194 | Potency, µM (highest dose often 57.2 µM), inactives show at the top dose activity change, negative = inhibition, hits mostly inhibitors | HEK-293 SNCA-luciferase knock-in, luminescence, 24 h;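 also: potency is read from the fitted curve at half-maximal effect; plate controls were DMSO cells for no effect and cell-free wells for full effect; nearly all actives have a fitted effect of over 45% in size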
Luciferase inh: Photinus pyralis luciferase inhibition; P08659; purified P. pyralis luciferase, luminescence, biochemical; Potency, µM (highest dose often 115 µM), inactives show at the highest dose activity change, negative = inhibition, hits mostly inhibitors; 76,000 tested, 2.5% active; also: potency is read from the fitted curve at half-maximal effect; nearly all actives have a fitted effect of over 65% in size
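Luminescence read by CCD imaging after purified firefly luciferase (10nM final) was added to substrate buffer holding 10uM D-luciferin and 10uM ATP, pH 7.5, pre-dosed with compound.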
The depositor's hits bear a star; i = inactive; ? = inconclusive; . = no result given; [ ] = another dose, or the depositor's remark. Unless noted, calls follow the shape of the dose curve; as a rule, active = well fitted curve in the direction sought with a large enough effect; inconclusive = small, poorly fitted or top-dose-only effect, or another doubt; inactive = no such curve, though single readings can be large; an effect the other way counts as inactive or inconclusive. Unless noted, % is scaled to controls: 0 for no effect and ±100 for the full control effect. An excerpt; the hit share may differ from the screen's.

mol,HEK cytotox,IP6K1 inh,SNCA viab count,GPT2 inhibitor,NIH3T3 tox,SNCA expr inhib,Luciferase inh
Cc1ccc(C(=O)NC[C@H]2O[C@@H](CC(=O)N3CCc4ccccc43)[C@H](O)[C@@H]2O)cc1,3.9%[172 µM],5.0,-4.8%[87.6 µM],?,-25.9%[174 µM],20.8%[87.6 µM],-11.6%[172 µM]
CC1=C(C(=O)Nc2cccc(F)c2)C2(CCCCC2)OC1=O,.,3.3,-0.4%,.,.,3.3%,.
C#CCNC(=O)CC[C@H]1CNC(=O)[C@@H]2[C@@H](CCN2Cc2ccc(O)cc2)N1C,-8.7%[172 µM],-6.1,-1.7%[87.6 µM],2.3%[88.5 µM],-18.5%[174 µM],3.8%[87.6 µM],-0.6%[172 µM]
O=[S+]([O-])(c1cccc(C(F)(F)F)c1)N1CCN(c2ccnc3ccnn23)CC1,?,-8.9,2.8%,i,?,12.5%,.
CC1=C(c2ccc(F)cc2)S(=O)(=O)NC1=NCc1ccccc1F,.,9.9,-8.1%,.,.,-3.7%,.
COC[C@@H]1CN(C(=O)c2ccnc(C)c2)C[C@H]1c1nc(C2CC2)no1,-22.4%,14.3,-4.1%,i,-28.5%,-1.5%,-4.5%
COc1cccc(N2CCN(C(=O)CN3CC4CC(C3)[C@H]3CCCC(=O)N3C4)CC2)c1 (some centres not stated),-0.5%,16.2,1.1%,i,i,?,-0.3%
CN1CCN(c2cc3c(nn2)Oc2ccccc2N3C)CC1,.,15.1,7.1%[12.5 µM],i,.,44.2%[17 µM],.
Cc1ccc(CNCc2ccccc2)s1,.,-2.3,2.6%,.,.,35.1%[activator],.
COc1ccc(C2=C(C)C(N3CCC(C(=O)NCc4ccco4)CC3)=NS2(=O)=O)cc1,.,-11.1,2.5%,.,.,15.3%,.
CN(C)C(=O)c1cc(-c2ccc(Cl)cc2Cl)c2cnn(C)c2n1,-7.5%,2.7,-6.8%,2.3%,-8.1%,-9.9%,.
CCc1cn(C[C@H](NC(=O)c2ccco2)C(=O)O)c(=O)[nH]c1=O,-4.6%[172 µM],2.2,4.8%[87.6 µM],-6.1%[88.5 µM],i,-20.3%[87.6 µM],-2.9%[172 µM]
Cn1nc(C2CC2)n(C2CCN(Cc3cn[nH]c3-c3ccccc3)CC2)c1=O,-12.6%,6.9,-8.7%,?,-29.0%,-0.7%,.
CC(C)(C)OC(=O)N1CCC(c2c(C(=O)N3CCN(C(=O)c4ccco4)CC3)cnn2-c2cccc(Cl)c2)CC1,.,3.4,2.4%,.,.,41.0%[activator],.
COc1ccccc1CNC(=O)CCn1c(=O)c2ccccc2n(CC(=O)Nc2ccc(Br)cc2F)c1=O,.,6.6,2.1%,.,.,7.1%,.
CC(=O)Nc1ccccc1-c1c(C)nn2c1N(CCCc1ccccc1)CCC2,?,14.7,-25.6%[87.6 µM],0.8%[88.5 µM],25.1µM*,?,-7.0%[172 µM]
CCCc1nn2c(=O)cc(COC(=O)c3cccc(NC(=O)CCc4ccccc4)c3)nc2s1,.,32.3,10.1%,.,.,0.9%,.
Cc1ccc(OCc2ccc(-c3nc(C#N)c(N4CCC(C)CC4)o3)o2)cc1,.,1.7,7.4%,.,.,69.1%[activator],.
CCN(CC)c1nc2c(S(=O)(=O)c3ccc(C)cc3)nnn2c2ccsc12,.,-6.2,-14.1%,.,.,-5.3%,.
Cc1noc(C)c1S(=O)(=O)N1CC(n2cc(C(=O)NCc3ccncc3)nn2)C1,-8.5%,0.0,6.1%,i,-5.1%,-22.9%,6.8%
COCCN1C(=O)CC[C@]2(C(=O)NCc3cccnc3)CCCC[C@@H]12,-0.1%,-8.9,-13.4%,1.9%,-5.8%,-26.9%,0.3%
CNC(=O)CCn1ncc2cc(OC3CCc4cccc(-c5cccc(CO)c5)c43)ccc21 (configuration not stated),79.4µM*,-2.4,?,-29.4%[88.5 µM],?,-15.1%[87.6 µM],?
C[N+]12CCC(CC1)C(OC(=O)C(O)(c1ccccc1)c1ccccc1)C2 (configuration not stated),.,19.6,51.5%[23.9 µM],i,.,-40.0%[25.6 µM],.
Cc1cc(C)c(Cn2c(C(O)c3ccccc3)nc3ccccc32)c(C)c1 (configuration not stated),.,28.7,-17.0%,.,.,-8.6%,.
Cc1cnc(CNC(=O)CC2C(=O)NCCN2CCCc2ccccc2)cn1 (configuration not stated),-11.7%,10.8,22.1%,i,-19.5%,25.9%,0.0%
O=C(c1ccc(=O)[nH]c1)N1C[C@@H](COCC2CC2)[C@H](c2ccncc2)C1,?,-9.4,-14.1%,-15.0%,i,-19.4%,?
O=C(CC1C(=O)NCCN1Cc1cccc(Oc2ccccc2)c1)NCc1ccoc1 (configuration not stated),?,-10.6,1.7%,-0.5%,?,-1.1%,7.0%
O=C(c1cc2ccccc2o1)N1CCCC2(COc3ccccc3[S+](=O)([O-])N2)C1 (configuration not stated),-18.5%,18.4,-16.1%,3.7%,-7.8%,-2.9%,.
COc1ccc(OC)c(NC(=O)c2ccc3c(SCC(=O)O)c4c(nc3c2)CCCC4)c1,.,3.7,0.7%,.,.,8.2%,.
O=C1CCCCN1CC(=O)N1CCCC(CCc2ccc(F)cc2F)C1 (configuration not stated),-10.9%,13.1,1.4%,3.8%,-20.0%,-1.1%,-5.9%
CC(C)N(C)Cc1ccc(-c2nc(-c3ccncc3)cc(=O)[nH]2)cc1,-17.0%,10.8,-11.1%,-19.8%,-3.7%,-0.8%,0.0%
CC(=O)Nc1ccc(CN2CCC3(CC2)CC(NC(C)=O)c2ccccc2O3)cc1 (configuration not stated),i,3.4,-5.2%,-0.8%,4.2%,-16.2%,.
COc1cccc(NC(=O)O[C@@H]2CC[C@]3(C)C(CC[C@@H](O)[C@H]3CC(=O)N3CC[C@H](NC(C)=O)C3)[C@]2(C)CO)c1 (some centres not stated),-8.4%,8.7,9.6%,3.2%,-1.9%,-2.4%,-1.7%
CCOc1ccc(CCNC(=O)CCCn2c(=O)c3cccn3c3ccccc32)cc1,.,10.7,1.4%,.,.,-8.6%,.
COc1ccc(-c2cc(N3CCN(C(=O)c4c[nH]c5ccccc45)CC3)n[nH]2)cc1,?,19.2,-9.3%,i,25.1µM*,?,-10.3%
COc1ccc(C(=O)N2CC3CC(C2)[C@H]2CCCC(=O)N2C3)c(C)c1 (some centres not stated),3.3%,1.0,21.0%,4.8%,i,9.2%,-8.8%
CC1CCCC(C)N1C(=O)c1ccc2nc(-c3cccnc3)oc2c1 (configuration not stated),3.6%[172 µM],0.0,8.0%[87.6 µM],i,-12.3%[138 µM],7.6%[87.6 µM],.
CC(C)CCNC(=O)CCC1CCN(S(=O)(=O)c2cccc(F)c2)CC1,?,8.1,3.0%,0.4%,-3.0%,4.8%,12.5%
CC(C)(C)CCN1CCC(F)(c2nc(-c3ccccc3)no2)CC1,?,1.1,1.1%,-28.1%,?,?,1.9%
CCOc1ccc(-c2nc(C#N)c(NCCCOC)o2)cc1,.,28.2,14.8%,.,.,53.9%[activator],.
Cn1ncc2c(C(=O)N3CCN(Cc4ccccc4)CC3)cc(-c3ccc(Cl)cc3)nc21,39.8µM*,-0.6,-9.4%,4.0%,?,?,.
COc1ccc(CCC(=O)N2CCn3nnc(CCC(=O)N4CCCC4)c3C2)cc1,-21.9%,-1.3,-6.4%,i,-31.8%,-4.0%,.
O=C(CCn1c(=O)c2ccccc2n(CC(=O)Nc2cccc(F)c2)c1=O)NCCc1ccccc1,.,-6.0,2.0%,.,.,9.7%,.
O=C(c1ccoc1)N1CCC2(CCCCO2)CC1,-2.8%,8.1,-10.2%,-9.2%,-9.5%,13.8%,-0.2%
COc1ccccc1C(=O)Nc1cccc(C2OC(=O)N(Cc3ccc(C)cc3)C2C(N)=O)c1 (configuration not stated),?,6.7,-15.2%,0.9%,-27.6%,-3.1%,-6.3%
Cn1ccc2c(C(=O)NCC3CCC(=O)N3)nc(-c3ccccc3)cc21 (configuration not stated),-24.2%[172 µM],9.9,2.9%[87.6 µM],3.7%[88.5 µM],50.1µM*,?,3.5%[172 µM]
CC(C)N1CCN(C(=O)CC2=C3CCCCC3NC2=O)CC1 (configuration not stated),i,-3.7,11.2%,3.0%,-7.1%,-5.0%,.
Cc1c(C(=O)Nc2ccc(F)cc2)sc2nc[nH]c(=O)c12,.,-16.9,-4.6%,.,.,51.7%[activator],.
CCOC(=O)Cc1ccc(NC(=O)NCc2cccn2Cc2ccccc2)cc1,.,22.5,-6.3%,.,.,10.6%,.
CC(C)CNC(=O)N1CCCN(Cc2ccncc2)C(c2ccccc2)CC(=O)NCC1 (configuration not stated),1.3%,14.3,1.4%,i,-14.4%,-15.2%,-12.3%
CCc1nccn1CCCNc1nc(CCN)nc2ccccc12,-7.7%,-10.4,-3.1%,-2.5%,-23.8%,7.9%,-1.5%
C=CCCC(CN1CCCC1)Oc1cncc(C(=O)N2CCCC2)n1 (configuration not stated),0.5%,2.3,-4.2%,-21.4%,1.2%,?,-4.6%
CCn1c2c(c(=O)n3ncc(C(=O)N4CCN(c5ccccc5)CC4)c13)CN(Cc1ccc(OC)cc1)CC2,.,15.8,-12.1%,.,.,59.6%[activator],.
COc1cccc(CSc2nc3ccccc3c3nc(CCn4c(C)nc5ccccc54)nn23)c1,.,45.9,7.5%,.,.,26.7%,.
Cn1c(=O)oc2cc(S(=O)(=O)NCCC(=O)Nc3ccc(F)c(Cl)c3)ccc21,.,-4.1,4.9%,.,.,-25.2%,.
CC1(C(=O)NCc2cccc3ccccc23)CCOCC1,i,-10.1,-1.1%[87.6 µM],-4.8%[88.5 µM],2.2%[138 µM],7.3%[87.6 µM],.
COc1ccc(C(=O)N2CCC(c3nc(C4CCOCC4)no3)CC2)cn1,-13.5%,16.6,8.4%,?,-9.2%,?,-8.5%
